Assay outcomes from PubChem BioAssay.
CCT modulator: High-Throughput Screening for Modulators of Cytosolic Chaperonin Activity; AID 651819, 2012; actives 0.3% (n = 360,000); purified chaperonin ATPase assay, HTRF ADP detection, 30 min; activity change, % (test concentration not listed), hits read low; in the data active = activity change below about -30%; note: % is set by controls: 0 for no effect and ±100 for the full control effect
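ATPase activity: ADP formed was measured by HTRF Transcreener (665/615 nm ratio) after 30 min at 37 deg C with 10 uM ATP. Compounds screened at one 76 uM concentration against 40 or 20 nM TRiC in Tris pH 7.4/KCl/MgCl2/DTT buffer.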
WRN inhibitor: qHTS for Inhibitors of WRN Helicase; Potency, µM (series often up to 114 µM), without a hit: at the top dose activity change, negative = inhibition, actives largely listed as inhibitors; actives 0.46% (n = 360,000); WRN helicase unwinding, fluorescent forked duplex, kinetic; note: potency is the fitted concentration of half-maximal effect; % is set by controls: 0 for no effect and ±100 for the full control effect; nearly all actives have a fitted effect of over 55% in size
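Kinetic red-fluorescence monitoring (525/598 nm) tracks WRN helicase activity after 100 nM fluorophore-quencher forked duplex and 2 mM ATP are added to 20 nM enzyme pretreated 15 min at room temperature with compound.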
EPAC1 antag: qHTS for Antagonist of cAMP-regulated guanine nucleotide exchange factor 3 (EPAC1): primary screen; Rap guanine nucleotide exchange factor 3 (Homo sapiens), O95398; EPAC1 GEF assay, Rap1b-BODIPY-GDP exchange fluorescence; Potency, µM (highest dose often 115 µM), inactives show at the top dose activity change, negative = inhibition, usual class: inhibitors; actives 0.14% (n = 360,000);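 note: potency is the fitted concentration of half-maximal effect; plate controls were vehicle for no effect and positive control for full effect; nearly all actives have a fitted effect of over 50% in size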
EPAC2 antagonist: qHTS for Antagonist of cAMP-regulated guanine nucleotide exchange factor 2 (EPAC2): primary screen; actives 0.18% (n = 360,000); Rap guanine nucleotide exchange factor 4 (Homo sapiens), Q8WZA2; Potency, µM (top dose mostly 114 µM), for the others: at the top dose activity, negative = inhibition, hits mostly inhibitors; EPAC2 GEF exchange of Rap1B-BODIPY-GDP, fluorescence; AID 720708, 2013; note: potency is the fitted concentration of half-maximal effect; % is set by controls: 0 for no effect and ±100 for the full control effect; nearly all actives have a fitted effect of over 45% in size; many of its hits are not listed in these tables
PI5P4Ka inh: qHTS for Inhibitors of phosphatidylinositol 5-phosphate 4-kinase (PI5P4K) | Phosphatidylinositol 5-phosphate 4-kinase type-2 alpha (Homo sapiens), P48426 | max response, % | PI5P4Kalpha enzyme, ADP-Glo luminescence, 60 min; stronger effect = lower value | actives 1.2% (n = 330,000); active = max response of -50% or lower; inconclusive = between -30% and -50%; inactive = -30% or higher; note: value at the top dose of about 77 µM; % is set by controls: 0 for no effect and ±100 for the full control effect
Target sequence (P48426 whole entry, looked up): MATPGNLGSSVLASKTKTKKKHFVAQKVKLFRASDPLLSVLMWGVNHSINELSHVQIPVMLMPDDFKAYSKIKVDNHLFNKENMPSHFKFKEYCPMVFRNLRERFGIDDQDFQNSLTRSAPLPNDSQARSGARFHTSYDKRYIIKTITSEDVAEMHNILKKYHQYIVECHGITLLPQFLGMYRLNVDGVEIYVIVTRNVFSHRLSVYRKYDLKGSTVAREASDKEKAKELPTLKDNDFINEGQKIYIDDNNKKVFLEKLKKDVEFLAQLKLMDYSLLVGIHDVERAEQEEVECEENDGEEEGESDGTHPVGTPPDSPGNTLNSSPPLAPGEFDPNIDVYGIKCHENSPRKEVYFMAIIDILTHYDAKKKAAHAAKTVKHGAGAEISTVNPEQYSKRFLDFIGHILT
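ADP-Glo luminescence end-point read after a 60 min room-temperature kinase reaction of PI5P4Kalpha plus substrate, initiated with ATP at 5 microM final. Buffer: 0.038 M HEPES pH 7.4, EGTA, 0.1% CHAPS, 5% DMSO.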
EPAC1 ag: qHTS for Agonist of cAMP-regulated guanine nucleotide exchange factor 3 (EPAC1): primary screen; AID 720707, 2013; Potency, µM (series often up to 154 µM), for inactives: at the highest dose activation, actives largely listed as activators; EPAC1 agonist qHTS, biochemical assay; response scale: 100% = response to 6.5 mM cAMP; actives 0.073% (n = 360,000); note: potency is the fitted concentration of half-maximal effect; nearly all actives have a fitted effect of over 60% in size
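EPAC1 100 nM, Rap1B–BODIPY-GDP 250 nM, unlabeled GDP 50 uM; compound titration; 5 min RT; kinetic read ex480/em540 at 5-min intervals ×30 min; data normalized to 6.5 mM cAMP agonist control.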
MmCpn inh: Inhibitors of TCP-1 ring complex (TRiC) of Methanococcus maripaludis (MmCpn): qHTS. purified Mm-Cpn ATPase, ADP Transcreener TR-FRET. Potency, µM (series often up to 76.9 µM), for inactives: at the highest dose activity, negative = inhibition, usual class: inhibitors. AID 504842, 2011. actives 0.031% (n = 330,000); note: potency is the fitted concentration of half-maximal effect; % is set by controls: 0 for no effect and ±100 for the full control effect; nearly all actives have a fitted effect of over 80% in size
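Reaction buffer contained 30 mM Tris pH 7.4, 100 mM KCl, 5 mM MgCl2 and 1 mM DTT. Mm-CPN (25 nM final) hydrolysed 10 uM ATP over 30 min at 37°C; ADP was read by HTRF.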
PLK1 PBD inh: qHTS for Inhibitors of PLK1-PDB (polo-like kinase 1 - polo-box domain): Primary Screen; Potency, µM, without a hit: max response, negative = inhibition, actives largely listed as inhibitors; actives 2.8% (n = 360,000); Plk1 PBD binding of FITC phosphopeptide, fluorescence polarization; Serine/threonine-protein kinase PLK1 (Homo sapiens), P53350; note: potency is the fitted concentration of half-maximal effect; series mostly up to about 57 µM; % is set by controls: 0 for no effect and ±100 for the full control effect; nearly all actives have a fitted effect of over 65% in size
Target sequence (P53350 whole entry, looked up, the tested form may be a part): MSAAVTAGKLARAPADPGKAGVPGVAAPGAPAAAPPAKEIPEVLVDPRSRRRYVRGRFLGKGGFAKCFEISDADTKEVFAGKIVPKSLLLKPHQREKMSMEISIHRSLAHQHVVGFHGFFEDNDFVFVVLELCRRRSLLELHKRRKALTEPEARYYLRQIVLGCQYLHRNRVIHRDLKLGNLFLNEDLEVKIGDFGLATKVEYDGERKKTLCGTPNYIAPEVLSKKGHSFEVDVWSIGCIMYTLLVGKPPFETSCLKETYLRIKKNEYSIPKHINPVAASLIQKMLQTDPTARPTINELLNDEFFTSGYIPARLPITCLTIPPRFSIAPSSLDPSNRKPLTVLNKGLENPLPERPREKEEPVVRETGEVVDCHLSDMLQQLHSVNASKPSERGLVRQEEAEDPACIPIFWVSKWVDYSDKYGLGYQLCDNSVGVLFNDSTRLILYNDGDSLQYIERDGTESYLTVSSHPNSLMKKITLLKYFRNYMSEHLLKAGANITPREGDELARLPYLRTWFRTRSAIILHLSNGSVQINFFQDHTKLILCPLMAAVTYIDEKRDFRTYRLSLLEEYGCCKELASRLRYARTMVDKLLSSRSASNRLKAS
The depositor's hits bear a star; [ ] = dose if it differs, or a comment. Unless noted, calls come from the whole dose curve; as a rule, active = well fitted curve in the direction sought with a large enough effect; inconclusive = small, poorly fitted or top-dose-only effect, or another doubt; inactive = no such curve, though single readings can be large; an effect the other way counts as inactive or inconclusive.

Screening CC(C(=O)NC1CCCC1)N1CCN(Cc2ccccc2)CC1 (stereo not given) returned CCT modulator -0.7, WRN inhibitor -5%, EPAC1 antag 0%, EPAC2 antagonist -6%, PI5P4Ka inh -1, EPAC1 ag -2%, MmCpn inh -3% and PLK1 PBD inh -15%.
For COc1ccc(CN2CCNC(=O)C2CC(=O)N(C)CCC2CCOCC2)cc1OC (stereo not given) the results were CCT modulator -0.4, WRN inhibitor -3%, EPAC1 antag 18%, EPAC2 antagonist 1%, PI5P4Ka inh 2, EPAC1 ag 15%, MmCpn inh 0% and PLK1 PBD inh -28%.
Screening COc1cccc(C(=O)c2c(-c3ccccc3)ncc3cc(OC)c(OC)cc23)c1 returned CCT modulator 1.3, WRN inhibitor 0%, EPAC1 antag -18%, EPAC2 antagonist -21%, PI5P4Ka inh 6, EPAC1 ag 2%, MmCpn inh -5% and PLK1 PBD inh -1%.
COC(=O)Nc1cc(C)n(-c2ccccc2)n1 was read as CCT modulator 2.4, WRN inhibitor 9%, EPAC1 antag 5%, EPAC2 antagonist 14%, PI5P4Ka inh 7, EPAC1 ag -1%, MmCpn inh 2% and PLK1 PBD inh 5%.
`CCNc1ccc(S(=O)(=O)N(C)C)cc1NCC(=O)Nc1c(F)cccc1F` gave CCT modulator -2.6, WRN inhibitor 1%, EPAC1 antag -20%, EPAC2 antagonist 5%, PI5P4Ka inh 3, EPAC1 ag -1%, MmCpn inh -2% and PLK1 PBD inh -2%.
COc1ccc(C)cc1NC(=O)CSc1nnc(-c2ccccn2)n1Cc1ccco1 was read as CCT modulator -4.0, WRN inhibitor -10%, EPAC1 antag 6%, EPAC2 antagonist -4%[57.1 µM], PI5P4Ka inh 5, EPAC1 ag 7%, MmCpn inh -1% and PLK1 PBD inh -5%.
CCc1ccccc1NC(=O)CN1CCN(C(=O)CNC(=O)c2ccc(-c3ccccc3)cc2)CC1 was read as CCT modulator -2.1, WRN inhibitor -3%, EPAC1 antag 1%, EPAC2 antagonist -4%, PI5P4Ka inh 1, EPAC1 ag 7%, MmCpn inh -4% and PLK1 PBD inh 3%.
`Cn1cccc1C(=O)NC1CCCCCC1` gave CCT modulator -1.6, WRN inhibitor 2%, EPAC1 antag -2%, EPAC2 antagonist 6%, PI5P4Ka inh 0, EPAC1 ag 12%, MmCpn inh -2% and PLK1 PBD inh -10%.
Cc1cccc(-n2ncc3c2CCCC3NC(=O)CCN2Cc3ccccc3C2=O)c1C (stereo not given) was read as CCT modulator 1.2, WRN inhibitor -17%, EPAC1 antag -1%, EPAC2 antagonist 11%, PI5P4Ka inh 4, EPAC1 ag -6%, MmCpn inh 2% and PLK1 PBD inh 2%.
CCOC(=O)COc1ccc(S(=O)(=O)NCCC2=CCCCC2)cc1 was read as CCT modulator -2.8, WRN inhibitor 1%, EPAC1 antag -24%, EPAC2 antagonist -2%, PI5P4Ka inh -1, EPAC1 ag 8%, MmCpn inh 0% and PLK1 PBD inh -9%.
`CC(=O)O[C@H]1C[C@@H]2CC[C@@H]3[C@H](CC[C@@]4(C)[C@H]3C[C@H]([N+]3(C)CCCCC3)[C@@H]4OC(C)=O)[C@@]2(C)C[C@@H]1[N+]1(C)CCCCC1` gave CCT modulator -1.8, WRN inhibitor 8%, EPAC1 antag -1%, EPAC2 antagonist 18%, PI5P4Ka inh 2, EPAC1 ag -2% and PLK1 PBD inh -11%.
For CC1CC1C(=O)Nc1nc2ccc(S(C)(=O)=O)cc2s1 (stereo not given) the results were CCT modulator -0.9, WRN inhibitor -1%, EPAC1 antag 17%, EPAC2 antagonist -5%, PI5P4Ka inh inconclusive, EPAC1 ag 5%, MmCpn inh 1% and PLK1 PBD inh -2%.
Screening O=C(NCc1ccccc1)c1cccc(NC(=O)c2ccco2)c1 returned CCT modulator 0.0, WRN inhibitor -8%, EPAC1 antag -1%, EPAC2 antagonist -2%, PI5P4Ka inh -3, EPAC1 ag -1%, MmCpn inh 1% and PLK1 PBD inh -3%.
For CN(CC(=O)Nc1ccc(F)c(F)c1F)C(=O)C1=COCCO1 the results were CCT modulator -1.6, WRN inhibitor -5%, EPAC1 antag 10%, EPAC2 antagonist 1%, PI5P4Ka inh -3, EPAC1 ag 15%, MmCpn inh 2% and PLK1 PBD inh -3%.
C#CCOCCOCCOCCNc1nc(N2CCN(C(=O)[C@H](CCCCN)n3cc(C(N)[C@H](C)CC)nn3)CC2)nc(N2CCN(C(=O)[C@H](CCC(=O)O)n3cc(C(N)[C@H](C)CC)nn3)CC2)n1 (stereo not given in full) was read as CCT modulator 0.4, WRN inhibitor -1%, EPAC1 antag -13%, EPAC2 antagonist 1%, PI5P4Ka inh -4, EPAC1 ag -18% and PLK1 PBD inh -10%.

Part of the list above in order of formula weight, falling:
For COc1ccc(CN2CCNC(=O)C2CC(=O)N(C)CCC2CCOCC2)cc1OC (stereo not given) the results were CCT modulator -0.4, WRN inhibitor -3%, EPAC1 antag 18%, EPAC2 antagonist 1%, PI5P4Ka inh 2, EPAC1 ag 15%, MmCpn inh 0% and PLK1 PBD inh -28%.
CCOC(=O)COc1ccc(S(=O)(=O)NCCC2=CCCCC2)cc1 was read as CCT modulator -2.8, WRN inhibitor 1%, EPAC1 antag -24%, EPAC2 antagonist -2%, PI5P4Ka inh -1, EPAC1 ag 8%, MmCpn inh 0% and PLK1 PBD inh -9%.
COC(=O)Nc1cc(C)n(-c2ccccc2)n1 was read as CCT modulator 2.4, WRN inhibitor 9%, EPAC1 antag 5%, EPAC2 antagonist 14%, PI5P4Ka inh 7, EPAC1 ag -1%, MmCpn inh 2% and PLK1 PBD inh 5%.
`Cn1cccc1C(=O)NC1CCCCCC1` gave CCT modulator -1.6, WRN inhibitor 2%, EPAC1 antag -2%, EPAC2 antagonist 6%, PI5P4Ka inh 0, EPAC1 ag 12%, MmCpn inh -2% and PLK1 PBD inh -10%.

Later entries
CCOc1cc(C2C(C#N)=C(N)Oc3n[nH]c(-c4ccncc4)c32)cc([N+](=O)[O-])c1O (stereo not given) was read as CCT modulator -1.6, WRN inhibitor -15%, EPAC1 antag 1%, EPAC2 antagonist -18%, PI5P4Ka inh inconclusive, EPAC1 ag 6%, MmCpn inh -1% and PLK1 PBD inh inconclusive.
Screening O=C(C1CCCN(S(=O)(=O)c2ccccc2)C1)N1CCN(c2ccccc2)CC1 (stereo not given) returned CCT modulator -3.1, WRN inhibitor -25%, EPAC1 antag 5%, EPAC2 antagonist -3%, PI5P4Ka inh 19, EPAC1 ag 1%, MmCpn inh 0% and PLK1 PBD inh -3%.
For CNC(=O)NC(=O)C(NC1CCCc2ccccc21)c1ccccc1 (stereo not given) the results were CCT modulator 0.6, WRN inhibitor 6%, EPAC1 antag -11%, EPAC2 antagonist inconclusive, PI5P4Ka inh 2, EPAC1 ag -8%, MmCpn inh 3% and PLK1 PBD inh 4%.
Screening CN1CCN(S(=O)(=O)c2ccc(C(=O)Nc3ccccc3)cc2)CC1 returned CCT modulator -1.1, WRN inhibitor 5%, EPAC1 antag 10%, EPAC2 antagonist 8%, EPAC1 ag -6%, MmCpn inh 3% and PLK1 PBD inh -2%.
Screening COC(=O)[C@H](CCSC)NC(=O)N1CCN(c2cccc(C(F)(F)F)c2)CC1 returned CCT modulator 0.4, WRN inhibitor -4%, EPAC1 antag -1%, EPAC2 antagonist -14%, EPAC1 ag -3%, MmCpn inh -1% and PLK1 PBD inh -8%.
For O=C(NCc1ccc(Cl)cc1)c1ccc(NC(=O)C2CCCO2)cc1 (stereo not given) the results were CCT modulator -1.5, WRN inhibitor 7%, EPAC1 antag 0%, EPAC2 antagonist 3%, PI5P4Ka inh -6, EPAC1 ag 2%, MmCpn inh 3% and PLK1 PBD inh -2%.
For COc1ccccc1NC(=S)N(CCc1nc2cc(C)c(C)cc2[nH]1)Cc1cccnc1 the results were CCT modulator 0.3, WRN inhibitor -14%, EPAC1 antag -14%, EPAC2 antagonist -9%, EPAC1 ag 10%, MmCpn inh -1% and PLK1 PBD inh -11%.
`CC1CCN(S(=O)(=O)c2ccc3c(c2)N(CC(=O)NCCCN2CCCCC2C)C(=O)CS3)CC1` (stereo not given) gave CCT modulator 1.5, WRN inhibitor 0%, EPAC1 antag -8%, EPAC2 antagonist 2%, PI5P4Ka inh 3, EPAC1 ag 2%, MmCpn inh -1% and PLK1 PBD inh 2%.
Screening O=C(Cn1c(C(=O)N2CCN(C3CCCCC3)CC2)cc2sccc21)c1ccccc1 returned CCT modulator -0.6, WRN inhibitor -9%, EPAC1 antag -7%, EPAC2 antagonist -3%, EPAC1 ag -2%, MmCpn inh -5% and PLK1 PBD inh -9%.
`COc1ccc(NS(=O)(=O)c2cc(NC(=O)CCSc3ccccc3)ccc2OC)cc1` gave CCT modulator 1.2, WRN inhibitor -11%, EPAC1 antag -22%, EPAC2 antagonist 0%, PI5P4Ka inh 3, EPAC1 ag 9%, MmCpn inh 1% and PLK1 PBD inh 0%.
CSc1nc2ccc(NC(=O)c3ccccn3)cc2s1 was read as CCT modulator -1.5, WRN inhibitor 1%, EPAC1 antag 9%, EPAC2 antagonist 6%, PI5P4Ka inh 7, EPAC1 ag 4%, MmCpn inh -3% and PLK1 PBD inh -14%.
Screening CCOC(=O)c1ccc(S(=O)(=O)N2CCNCC2)cc1 returned CCT modulator 1.0, WRN inhibitor -13%, EPAC1 antag 0%, EPAC2 antagonist -5%, PI5P4Ka inh 0, EPAC1 ag 3%, MmCpn inh 0% and PLK1 PBD inh -3%.
`O=C1CC(c2cccs2)Sc2nc3ccccc3n21` (stereo not given) gave CCT modulator 1.9, WRN inhibitor -2%[57.1 µM], EPAC1 antag 8%, EPAC2 antagonist -6%, PI5P4Ka inh -1, EPAC1 ag 6%, MmCpn inh 0% and PLK1 PBD inh -1%.

Not all compounds are listed; count on the stated rates, not on these rows.
